High-throughput results deposited in PubChem BioAssay by National Center for Advancing Translational Sciences (NCATS).
aSyn yeast rescue – inhibitors of alpha-synuclein toxicity in yeast; S. cerevisiae alpha-synuclein toxicity rescue, BacTiter-Glo growth, 24 h; Potency, µM (doses to about 46.1 µM), for the others: top-dose growth rescue (activation), actives largely listed as activators; 94,000 tested, 0.02% active; AID 1347070; active means well fitted activation curve with a large enough effect; inconclusive means small, poorly fitted or top-dose-only effect; further: 0% is about no effect
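Growth restoration measured by BacTiter-Glo luminescence after 24 hr at 30 deg C; alpha-synuclein yeast, raffinose-pregrown to mid-log, were added at OD600=0.02 in galactose medium onto pinned compounds.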
* = called active by the depositor; ? = inconclusive; & = joins results of further samples. Potency means the concentration at half of the fitted maximal effect. An excerpt; count on the stated rates, not on these rows.

Start of the listing, in advance (3 entries):
SMILES | aSyn yeast rescue
CCCCN(C)CCCNC(=O)CN1C(=O)COc2ccc(S(=O)(=O)N3CCOCC3)cc21 | 5%
COc1ccc(-n2c(Cc3ccccc3)nnc2SCc2nc(-c3ccccc3C)no2)cc1 | 13%
Cc1ccccc1-n1c(SCC(=O)N/N=C/c2ccccc2OCC(=O)O)nc2ccccc2c1=O | -2%

All compounds of this part, from the first entry:
SMILES | aSyn yeast rescue
CCCCN(C)CCCNC(=O)CN1C(=O)COc2ccc(S(=O)(=O)N3CCOCC3)cc21 | 5%
COc1ccc(-n2c(Cc3ccccc3)nnc2SCc2nc(-c3ccccc3C)no2)cc1 | 13%
Cc1ccccc1-n1c(SCC(=O)N/N=C/c2ccccc2OCC(=O)O)nc2ccccc2c1=O | -2%
Oc1ccc(-c2cn3ccccc3n2)cc1O | -2%
COc1ccc(C(=O)COc2ccc(F)cc2)c(O)c1 | 4%
COc1ccc2cc(S(=O)(=O)c3ccccc3)c(=O)oc2c1 | -4%
CN(C)/C=N/c1nc2ncc(-c3ccc(Cl)cc3)c(/N=C/N(C)C)n2n1 | 1%
COc1ccc(CCC(=O)Nc2cccc(S(=O)(=O)N(C)C)c2)cc1OC | -1%
COc1ccc(CCNC(=O)C(C)Sc2ccc(C)cc2)cc1OC (configuration not stated) | 2%
O=C(Nc1cc(Br)ccc1O)c1cc(-c2cccs2)on1 | -10%
C/C(COc1ccccc1)=N\NC(=O)c1nnn(-c2nonc2N)c1-c1ccc(C)cc1 | -13%
CCn1ccc2c(OCC(=O)NCCc3ccc(OC)c(OC)c3)cccc2c1=O | -13%

Four consecutive compounds from above:
SMILES | aSyn yeast rescue
CCCCN(C)CCCNC(=O)CN1C(=O)COc2ccc(S(=O)(=O)N3CCOCC3)cc21 | 5%
COc1ccc(-n2c(Cc3ccccc3)nnc2SCc2nc(-c3ccccc3C)no2)cc1 | 13%
Cc1ccccc1-n1c(SCC(=O)N/N=C/c2ccccc2OCC(=O)O)nc2ccccc2c1=O | -2%
Oc1ccc(-c2cn3ccccc3n2)cc1O | -2%

Later entries
SMILES | aSyn yeast rescue
Cc1ccc(S(=O)(=O)N2CCN(C(=O)C(C)Cn3nc(C)c(C)c3C)CC2)cc1 (configuration not stated) | 4%
O=C(NCCCN1CCOCC1)c1sc2cc(Cl)ccc2c1Cl | 4%
Cc1cccn2cc(-c3cccc(NC(=O)C(C)C)c3)nc12 | -12%
Cc1noc(-c2ccc(N3CCCCC3C)c([N+](=O)[O-])c2)n1 (configuration not stated) | -1%
CC(C)NC(=O)c1cnc2sc(N3CCCCCC3)nn2c1=O | 0%
Cc1cc(C)cc(-n2ncc3c2CCCC3NC(=O)c2ccccc2)c1 (configuration not stated) | 1%
CCCC1NC(=O)c2cccnc2-n2c1nc1ccc(OC)cc1c2=O (configuration not stated) | 2%
O=C(OCc1ccccc1)N1CCC2CC1c1cc(N3CCN(S(=O)(=O)c4cccc(C(F)(F)F)c4)CC3)ccc12 (configuration not stated) | 0%
COc1ccccc1CCNC(=O)c1cc(C2CC2)nc2c1cnn2C(C)C | 3%
COc1ccc2c(c1)C(NC(C)=O)C(=O)N2CCc1ccccc1 (configuration not stated) | 0%
COc1ccc(C(=O)OCC(=O)NC2CCCC2)cc1OC | 0%
O=C(Cn1c(=O)oc2cc(S(=O)(=O)NCc3ccccc3)ccc21)Nc1ccc(F)c(Cl)c1 | 7%
COc1cccc(C(=O)Nc2ccccc2C(=O)OCc2cc(=O)n3nc(C4CC4)sc3n2)c1 | -3%
Cc1coc2cc3oc(=O)c(CC(=O)NCCc4ccccc4F)c(C)c3cc12 | 3%
CC(Sc1nnc(-c2ccco2)n1C)C(=O)N(C)C1CCCCC1 (configuration not stated) | 2%
CCN(c1cc(C)cc(C)c1)S(=O)(=O)c1nnc(NC(=O)c2ccco2)s1 | -3%
Cc1ccc(NS(=O)(=O)c2c(C)nc3sccn3c2=O)cc1 | -2%
COc1ccc(-n2c(SCC(=O)c3ccc(Cl)cc3)nc3c([nH]c4ccccc43)c2=O)cc1 | -5%
Cc1ccc(NC(=O)CCS(=O)(=O)c2cccc3nonc23)cc1Cl | 2%&-5%
O=C(O)C1CCCCC1C(=O)NCc1ccc2c(c1)OCO2 (configuration not stated) | 1%
CCOCCCNC(=O)CSc1nc2nc(C)c(Cc3ccccc3)c(C)n2n1 | 7%
O=C(Cn1cc(C(=O)c2ccco2)c2ccccc21)Nc1ccccc1 | -3%
CCN(CC)C(=O)C(=O)Nc1ccc(Oc2ccccc2)cc1 | 7%
COc1ccc(CNC(=O)c2cc(S(=O)(=O)N3CCOCC3)cn2C)cc1 | -3%
Cc1nc(C)c(-c2ccc(SCC(=O)Nc3ccccc3F)nn2)s1 | -8%
Cc1ccc(CCNC(=O)CS(=O)Cc2nc(-c3cccc(C)c3)oc2C)cc1 (configuration not stated) | -5%
N#Cc1ccc(NS(=O)(=O)c2ccc(-c3cnc(C4CC4)o3)cc2)cc1 | -10%
CCn1c(CNC(=O)c2cccc(C)c2)nnc1SCC(=O)NC1=NCCS1 | -2%
CCCCNc1nc2c(S(=O)(=O)c3ccc(Br)cc3)nnn2c2ccsc12 | 0%
COc1ccc(OC)c(NC(=O)C2CCN(S(=O)(=O)c3ccc4c(c3)CCCC(=O)N4)CC2)c1 | 6%
CC(C)C[C@H](NC(=O)c1cc2cc(Cl)ccc2n1C)C(=O)N1CCC(C(=O)O)CC1 | 3%
Cc1ccc(C)n1-c1ccc(N2CCOCC2)c([N+](=O)[O-])c1 | -4%
CCCCN1C(=O)C(CC(=O)NCCN2CCOCC2)CC(C(=O)N2CCOCC2)=C1C (configuration not stated) | -6%
O=S(=O)(c1ccccc1)N1CN(Cc2ccc(F)cc2)c2nc3ccccc3nc21 | 6%
Cn1c(CC(=O)Nc2ccccc2F)nnc1SCC(=O)Nc1ccccc1Br | -4%
COc1cc(OC)cc(-c2cc3nc(C)c(CCC(=O)NCc4ccc(Cl)cc4)c(C)n3n2)c1 | -5%
Nc1cc(=O)[nH]c(SCC(=O)Nc2ccccc2-c2ccccc2)n1 | -2%
Brc1ccc(-c2nnc3sc(CNC4CCCC4)cn23)cc1 | 3%
CCC12CN3CC(CC)(CN(C1)C3c1cc(Br)ccc1OC)C2=O (configuration not stated) | 1%
CCc1ccc(N(CC)C(=O)c2cn(C)c(=O)c3cc(OC)c(OC)cc23)cc1 | -8%
CCc1ccc2[nH]c3nc(SCc4nnc(-c5ccccc5)o4)nnc3c2c1 | -6%
c1ccc(N=C2SCCCS2)cc1 | -9%
Cc1ccc(/C=C/c2onc(C)c2S(=O)(=O)N2CCC(C(=O)N3CCC(N(C)C(C)C)CC3)CC2)cc1 | 2%
COCCNC(=O)c1c[nH]c2ccc(S(=O)(=O)Nc3ccc(F)cc3F)cc2c1=O | -8%
CCOC(=O)C1=C(COC(=O)COc2ccc(OCC)cc2)NC(=O)NC1C (configuration not stated) | 10%
Cc1cccc(NC(=O)CSc2nc(C3CCCC3)nc3c2c(=O)n(C)c(=O)n3C)c1C | 6%
C/C(=N/NS(=O)(=O)c1ccc(C)cc1)[C@H]1C[C@@H]1c1ccccc1 | -4%
C[C@@H]1CN([C@H](C)CO)C(=O)c2c(c3ccccc3n2C)-c2ccccc2CO[C@H]1CN(C)Cc1ccc(Oc2ccccc2)cc1 | -16%
CCOc1ccc(-c2nc(SCC(=O)Nc3cc(F)ccc3F)n3[nH]c(=O)cc3n2)cc1 | -7%
CCOC(=O)C1=C(CN2CCC(C)CC2)NC(=O)NC1c1ccc(OC(C)C)cc1 (configuration not stated) | -5%
Cc1cc(C)cc(Nc2cc(C(=O)NC3CCCCC3)c3ccccc3n2)c1 | -9%
COc1cccc(CNC(=O)Cn2c(=O)ccc3cc(S(=O)(=O)N4CCC(C)CC4)ccc32)c1 | -3%
COc1cccc(CNC(=O)c2nnc(Cc3ccc(Cl)cc3)o2)c1 | -1%
COc1cccc(CNC(=O)c2cc3ccccn3n2)c1 | 6%
CN(C(=O)CC(=O)Nc1ccc2nc3n(c(=O)c2c1)CCCCC3)c1ccccc1F | 0%
COc1ccccc1N1CCN(C(=O)Cn2ncc3c(=O)oc4ccccc4c32)CC1 | 4%
CCOC(=O)c1cc(-c2ccccc2)n(CCC(=O)Nc2ccc(Cl)c(C(F)(F)F)c2)c1C | 9%
Cc1noc(C)c1S(=O)(=O)Nc1ccc2c(c1)C(=O)N([C@@H](C)CO)C[C@H](C)[C@@H](CN(C)Cc1ccc(C(F)(F)F)cc1)OCCCC[C@H](C)O2 | -4%
COc1ccc(N2CCN(c3oc(/C=C/c4cccc(OC)c4)nc3C#N)CC2)cc1 | 1%
Cn1c(=O)c2c(c3ccccc31)OC(=O)CC2c1cccc(Cl)c1 (configuration not stated) | -15%

Later entries
SMILES | aSyn yeast rescue
Cc1ccc2c(c1)N(CC(=O)N1CCCCC1)C(=O)CO2 | -7%
COc1ccc(-c2noc(CSc3nnc(Cc4ccccc4)n3-c3cccc(C)c3)n2)cc1 | 13%
Cc1cccc(C)c1Nc1nc2ccccc2o1 | -5%
COC(=O)c1ccc(OC)c(Cn2c(=O)n(-c3cccc(Cl)c3)c(=O)c3c2c2cc(C)ccc2n3C)c1 | 2%
CCOC(=O)c1c(NC(=O)c2cc3ccccc3c(=O)o2)sc2c1CCC(C(C)(C)C)C2 (configuration not stated) | 4%
S=C1NC2(CCCCC2)N=C1c1ccccc1 | -5%
O=C(NCC1CCCO1)c1ccc(-c2ccccc2Cl)o1 (configuration not stated) | 9%
COC(=O)CCCNC(=O)CCc1nnc(-c2ccc(-c3ccccc3)cc2)o1 | 10%
CCn1c2c(c(=O)n3ncc(C(=O)Nc4cc(Cl)ccc4C)c13)CN(Cc1ccc(OC)cc1)CC2 | ?
CN(C(=O)COC(=O)COc1ccc2c(c1)CCC2)c1c(N)n(Cc2ccccc2)c(=O)[nH]c1=O | 10%
CCOc1ccc(/C=N/NC(=O)c2ccoc2C)cc1OC | 3%
CC[C@@H](C)[C@H](NC(=O)Cc1c(C)c2c(cc(C)c3c(C)coc32)oc1=O)C(=O)O | -7%
COC(=O)c1sc(N2C(=O)c3oc4ccc(C)cc4c(=O)c3C2c2ccc(OC)cc2)nc1C (configuration not stated) | -21%
COC(=O)c1c(C)sc(-c2c(-c3cccc(Cl)c3)[nH]c3c2c(=O)[nH]c(=O)n3C)c1O | -1%
CCCCN(C(=O)CN1C(=O)C2CCCCC2C1=O)c1c(N)n(CCCC)c(=O)[nH]c1=O (configuration not stated) | 3%
CCSc1nc(C)c(CCOc2cccc(C)c2)c(=O)[nH]1 | -15%
COc1ccccc1CNC(=O)c1ccc(CS(=O)(=O)c2ccccc2C)o1 | 4%
Cc1ccc(Cc2nc3ccccc3nc2SCC(=O)Nc2cccc(C(F)(F)F)c2)cc1 | 2%
Cc1noc(C)c1C(=O)N(C)C[C@@H]1OCc2ccccc2-c2c(n(C)c3ccccc23)C(=O)N([C@H](C)CO)C[C@H]1C | -6%
COc1ccc(NC(=O)N(C)C[C@H]2OCc3cnnn3CCCC(=O)N([C@H](C)CO)C[C@@H]2C)cc1 | -4%
CS(=O)(=O)N1CCN(c2ccccc2NC(=S)NC(=O)c2cccs2)CC1 | -20%
COc1ccc(N2CCN(C(=O)CCS(=O)(=O)c3cc4c(cc3Cl)NC(=O)CO4)CC2)cc1 | -2%
Cc1cccc(-n2c(C)c(C)c3c(N)ncnc32)c1 | 3%
O=C(C1CCCN(S(=O)(=O)c2ccc(Br)s2)C1)N1CCN(c2ccc(F)cc2)CC1 (configuration not stated) | 5%
CS(=O)(=O)Nc1ccccc1C(=O)NCCSCc1ccccc1 | -2%
CC(C)(C)N(Cc1ccccc1)C(=O)COC(=O)C1CC(=O)N(Cc2ccccc2)C1 (configuration not stated) | 5%
Cc1ccc(NCc2nnc3n2CCCCC3)cc1Cl | 9%
Cc1ccc(OCC(=O)NCC2(N3CCN(C)CC3)CCCCC2)cc1C | 4%
CCCn1c(SCC(=O)N2CCCCC2)nc2c1c(=O)n(C)c(=O)n2C | 2%
CC(=O)c1ccc(N2CCN(C(=O)Nc3cccc(F)c3)CC2)cc1 | -5%
CCN(CC)CCOC(=O)c1ccc(NC(=O)c2cc3c(s2)-c2ccccc2OC3)cc1 | 4%
CSc1ccc(CN(C)C(=O)c2cc(Cl)c3c(c2)OCCO3)cc1 | 5%
COc1ccccc1CNS(=O)(=O)c1ccc2c(c1)CC(C)N2C(=O)C1CCC1 (configuration not stated) | 11%
Cc1ccc(-c2csc(NC(=O)C3=COCCO3)n2)cc1C | -1%
C[C@H](CO)N1C[C@H](C)[C@@H](CN(C)C(=O)c2ccccn2)Oc2cc(Br)ccc2S1(=O)=O | 1%
COc1ccc(CNC(=O)Nc2cc(C)cc(C)c2)cc1 | -2%
CCc1noc(C)c1C(=O)N1CCN(c2ccc([N+](=O)[O-])cc2)CC1 | -2%
Cc1ccc(S(=O)(=O)N/N=C2/CC(=O)CC(C)(C)C2)cc1[N+](=O)[O-] | -5%
COc1cccc(NC(=O)C(=O)NCC(c2ccc3c(c2)OCO3)N2CCN(C)CC2)c1 (configuration not stated) | -11%
COc1cc(/C=N/NS(=O)(=O)c2ccc3ccccc3c2)ccc1OCc1ccc(C(=O)O)cc1 | 1%
CCc1ccc(NC(=O)c2ccc3c(c2)nnn3CC)cc1 | -19%
Cc1cccc(NS(=O)(=O)c2ccc3oc(=O)c4ncn(C)c4c3c2)c1C | -11%
Cc1ccn2c(=O)nc(SCC(=O)NCc3ccc(F)cc3)nc2c1 | 4%
Cn1c(=NC(=O)c2ccco2)sc2cccc(F)c21 | -6%
CC(=O)Nc1sc(C)c(C)c1C(=O)OCC(=O)NCc1ccccc1 | 5%
Cc1cc(NC(=O)C2CCN(S(=O)(=O)c3ccc(Br)s3)CC2)ccc1Br | 0%
